CRFR2-BP ag = CRF-BP/CRF-R2 complex agonism | HEK293 CRF-R2/CRF-BP, calcium dye fluorescence (FLIPR); percent of saturating CRF peptide response | activation, % at 13.2 µM | 0.46% of 350,000 active | AID 588473;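 active means activation of at least 50%, plus an integration ratio under a set limit after plate pattern correction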;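 further: plate controls were neutral control wells without compound for no effect and CRF at EC100 for full effect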
CHRM4 PAM = CHRM4 positive allosteric modulation. P08173. CHO-K1 hM4/Gqi5, Fluo-8 calcium fluorescence, ACh EC20; 0% = ACh EC20, 100% = maximal ACh. activation, % at 3 µM. 0.4% of 360,000 active. AID 624126;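 active means activation above its plate's cutoff, the mean activation of sample wells plus 3 SD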; further: some results filed as inactive read as strong as hits
Target sequence (P08173 whole entry, looked up): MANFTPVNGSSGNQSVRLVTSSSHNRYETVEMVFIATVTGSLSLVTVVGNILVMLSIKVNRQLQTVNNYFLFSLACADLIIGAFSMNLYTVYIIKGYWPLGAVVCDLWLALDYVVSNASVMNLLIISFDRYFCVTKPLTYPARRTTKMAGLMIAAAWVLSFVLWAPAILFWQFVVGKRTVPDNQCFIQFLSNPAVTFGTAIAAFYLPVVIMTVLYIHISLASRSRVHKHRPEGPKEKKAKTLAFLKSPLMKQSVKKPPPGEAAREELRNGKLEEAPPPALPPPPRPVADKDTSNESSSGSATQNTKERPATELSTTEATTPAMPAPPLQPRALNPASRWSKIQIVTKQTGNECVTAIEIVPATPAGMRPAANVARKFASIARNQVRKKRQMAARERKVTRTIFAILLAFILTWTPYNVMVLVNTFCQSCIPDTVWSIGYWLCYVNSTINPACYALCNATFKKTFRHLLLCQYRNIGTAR
CHRM5 agonist = agonists of human muscarinic M5 receptor (CHRM5); CHO-K1 hM5 cells, Fluo-8 calcium fluorescence; 0% DMSO wells, 100% maximal acetylcholine response; P08912; activation, % at 3 µM; 0.19% of 360,000 active;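 active means activation above the run's mean over test compounds plus 3 SD, cut at about 23% in these data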;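 further: signal is peak over basal fluorescence ratio across the kinetic read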
Target sequence (P08912 whole entry, looked up): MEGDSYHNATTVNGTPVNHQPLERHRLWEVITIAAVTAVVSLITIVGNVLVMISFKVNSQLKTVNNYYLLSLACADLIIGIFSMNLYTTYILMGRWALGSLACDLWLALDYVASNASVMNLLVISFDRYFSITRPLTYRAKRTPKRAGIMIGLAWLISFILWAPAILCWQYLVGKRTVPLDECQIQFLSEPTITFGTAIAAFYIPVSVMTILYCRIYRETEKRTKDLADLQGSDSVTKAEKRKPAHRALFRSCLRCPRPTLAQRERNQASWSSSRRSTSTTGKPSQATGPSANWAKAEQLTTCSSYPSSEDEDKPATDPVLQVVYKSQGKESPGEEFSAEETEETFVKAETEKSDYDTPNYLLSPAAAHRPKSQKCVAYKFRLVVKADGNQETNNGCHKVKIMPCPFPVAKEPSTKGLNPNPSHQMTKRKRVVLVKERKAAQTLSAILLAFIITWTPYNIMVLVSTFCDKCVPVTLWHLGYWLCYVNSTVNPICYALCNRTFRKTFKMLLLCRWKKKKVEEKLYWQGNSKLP
CHRM5 PAM = positive allosteric modulators of human muscarinic M5 receptor. AID 624038. CHO-K1 hM5, Fluo-8 calcium, ACh EC20 PAM; 0% = ACh EC20, 100% = ACh EC100. activation, % at 3 µM. 0.3% of 360,000 active. P08912;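 active means activation above the run cutoff, the mean activation of all test compounds plus 3 SD, cut at about 18% in these data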
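Replicates: One well per compound, no replicates | System: Human M5 receptor in CHO-K1 cells | Benchmarks: Low control EC20 acetylcholine (0%), high control EC100 acetylcholine (100%) | Probe or stimulus: Acetylcholine, EC20 level | Times: Fluo-8 loading 80 min at 37 °C plus 30 min room temperature | Signal: Intracellular calcium via Fluo-8 fluorescence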
CHRM4 agonist = CHRM4 agonism in calcium assay; 0.14% of 360,000 active; activation, % at 3 µM; AID 624127; CHO-K1 hM4/Gqi5, Fluo-8 calcium fluorescence; vehicle 0%, full acetylcholine response 100%;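 active means activation above the run mean over all test wells plus 3 SD, cut at about 32% in these data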;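 further: peak over basal fluorescence ratio per well then scaled between controls; 0% = DMSO wells and 100% = acetylcholine at EC100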
CHRM5 antagonist = CHRM5 antagonism in calcium assay; CHO-hM5 cells, Fluo-8 calcium fluorescence, ACh EC80; 0.59% of 360,000 active; P08912; inhibition, % at 3 µM;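 active means inhibition above a per-plate cutoff, the mean of that plate's test compounds plus 3 SD, cut at about 27% in these data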;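 further: 0% = acetylcholine EC80 with DMSO and 100% = DMSO without agonist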
CRFBP-R2 block = CRF-BP/CRF-R2 complex antagonism; inhibition, % at 11.8 µM; 0.59% of 350,000 active; HEK293 CRF-R2/CRF-BP, CRF-induced calcium fluorescence;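 active means inhibition of the ligand-induced calcium signal above about 50% at the single tested concentration, limit read from the data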
CHRM1 PAM = positive allosteric modulators of human M1 muscarinic receptor; P11229; CHO-K1 hM1, Fluo-8 calcium fluorescence, ACh EC20; 0% = ACh EC20, 100% = maximal ACh; activation, % at 3 µM; 0.088% of 360,000 active; AID 588819; in the data active means activation above about 19%, passing the limit was not always enough
CHRM4 antagonist = CHRM4 antagonism in calcium assay; P08173; CHO-hM4 cells, ACh EC80, Fluo-8 calcium fluorescence; 0.73% of 360,000 active; AID 624125; inhibition, % at 3 µM;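 active means inhibition above its plate's cutoff, the mean inhibition of sample wells plus 3 SD, cut at about 27% in these data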;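 further: 0% = acetylcholine EC80 with DMSO and 100% = DMSO without agonist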
The depositor's hits bear a star; nt = no result given.

nr	SMILES	CRFR2-BP ag	CHRM4 PAM	CHRM5 agonist	CHRM5 PAM	CHRM4 agonist	CHRM5 antagonist	CRFBP-R2 block	CHRM1 PAM	CHRM4 antagonist
1	CC(C)(C)OC(=O)N1CCCC1C(=O)N1CCCC1C(=O)N1CCCC1C(=O)O (configuration not stated)	0.1	0	-1	1	0	-4	-4	0	-9
2	CNC(=S)NNc1nc(N2CCOCC2)nc(N2CCOCC2)n1	-0.3	-3	2	5	0	-13	-5	17	0
3	CC(=O)C1=C(C)NC(=O)NC1c1ccc2c(c1)OCO2 (configuration not stated)	2.0	0	1	5	0	-3	-1	15	-5
4	CC1(C)CC(NC(=O)COc2ccc(Br)cc2Cl)CC(C)(C)N1	-2.6	7	-8	-3	2	16	-8	3	6
5	CCOC(=O)c1c(NC(=O)C(C)Sc2c[nH]c3ccccc23)sc2c1CCC2 (configuration not stated)	20	2	-1	-5	0	1	-24	3	0
6	O=[N+]([O-])c1ccccc1/C=N\N1CCN(Cc2ccccc2Cl)CC1	-0.7	-2	-1	6	1	0	13	-1	-6
7	CCOc1cc2[nH]c(=O)n(CCC(=O)NCCc3ccc(OC)c(OC)c3)c(=O)c2cc1OCC	-1.5	-4	-2	4	0	-12	35	8	1
8	COc1cccc(NC(=O)COC(=O)Cc2ccc(Cl)cc2)c1	-3.4	2	-2	7	2	-9	0	17	5
9	O=C(c1ccoc1)N1CCCC(N2CCN(c3cccc(Cl)c3)CC2)C1 (configuration not stated)	0.1	-2	-7	9	1	-32	5	-4	-14
10	O=c1c(/C=N/O)coc2ccc3ccccc3c12	0.5	-3	-3	6	1	3	8	0	-6
11	O=C(O)CSc1ncccc1C(=O)O	0.7	4	-2	2	0	2	5	-2	12
12	Cc1cc2nc(-c3cccc(Br)c3)c(CC(C)(C)C)n2c(C)c1Br	nt	1	2	-4	2	1	nt	-4	-16
13	CCOCCCNC(=O)C(NC(=O)c1ccc2c(c1)OCO2)c1ccc(OC)cc1 (configuration not stated)	0.8	0	-4	-9	0	-4	5	1	0
14	Cc1ccc(-c2noc(CCC(=O)NCc3ccco3)n2)cc1	-0.4	-7	2	-2	0	2	-11	-2	10
15	Cc1ccc(OCCNC(=O)CCc2ccccc2)cc1C	0.1	-29	-3	-17	13	17	12	3	3
16	C=CCn1c(-c2ccc(OC)c(OC)c2)n[nH]c1=S	-0.6	2	-1	2	0	10	13	-3	4
17	O=C(Nc1cccc(OCC(=O)N2CCOCC2)c1)c1cccc(Cl)c1	-1.1	1	0	-3	6	0	5	3	-2
18	O=C(Nc1ccccc1C(=O)O)c1ncn[nH]1	0.4	16	-1	5	1	-7	-2	10	4
19	CC1CCCCN1c1nnc(NC(=O)c2cc(-c3ccc(Br)cc3)on2)s1 (configuration not stated)	-1.5	8	0	4	1	-2	20	7	-8
20	S=C(Nc1ccccc1Cl)N1CCN(Cc2ccccc2)CC1	-1.0	3	-1	-1	2	8	10	-1	10
21	CCOC(CNC(=O)c1ccc2c(c1)ncn2-c1ccccc1OC)OCC	-1.0	0	-3	13	2	-14	8	2	-12
22	Cc1cccc(-c2nc3ccccc3c(=O)n2NC(=O)c2cccs2)c1	-1.2	9	0	-1	1	-1	24	6	4
23	CC1CCN(C(=O)CSc2ccc(-c3cccc([N+](=O)[O-])c3)nn2)CC1	-3.7	8	0	-6	3	8	-11	6	-2
24	COc1cccc(NC(=S)N2CCCC2c2ccc(OC)c(OC)c2)c1 (configuration not stated)	0.3	4	3	4	2	0	19	7	8
25	COc1cc2c(cc1OC)CN(C(=O)CSc1nnc3scc(-c4ccccc4)n13)CC2	-2.0	8	1	0	-1	2	-2	-3	-9
26	CN1CCC(=NNC(=O)COc2ccc(Cl)cc2)CC1	3.6	-3	0	-8	0	-1	7	7	-3
27	CCOC(=O)C1(CC2CCCCO2)CCN(S(=O)(=O)c2ccc(OC)cc2)CC1 (configuration not stated)	-4.3	3	0	2	1	0	6	5	-5
28	COCCN(CCOC)S(=O)(=O)c1ccc(C(=O)Nc2nnc(CSC)o2)cc1	0.0	-4	-1	-2	0	0	19	5	-2
29	CCCCCNC(=O)C(C1CC1)n1c(=O)c(-c2ccccc2)nc2ccccc21 (configuration not stated)	nt	10	1	0	1	-2	nt	nt	0
30	Cc1csc(NC(=O)c2ccccc2)n1	0.0	3	8	5	0	-3	5	2	0
31	CCOc1cccc(CN2CCCC(CCC(=O)NCc3ccccc3F)C2)c1O (configuration not stated)	0.2	-8	-2	0	0	5	-3	7	1
32	O=C(Nc1c(-c2ccccc2)[nH][nH]c1=O)c1cccc(C(F)(F)F)c1	nt	-2	3	-5	1	-12	nt	-2	-3
33	COc1ccccc1N1CCN(C2CCCN(C(=O)c3ccnc4ccc(C)cc34)C2)CC1 (configuration not stated)	-3.5	13	-7	3	4	1	-2	12	-11
34	Cc1cc(NC(=O)COC(=O)c2c(C)noc2C)ccc1Br	0.0	-4	-2	3	4	0	-1	1	-2
35	Cc1cccc(N(CC(N)=O)C2SC(=O)N(c3ccccc3)C2=O)c1 (configuration not stated)	-0.2	8	-2	1	1	7	-10	-1	5
36	CS(=O)(=O)c1ccc(Cl)c(NC(=O)COC(=O)c2cccc(S(=O)(=O)N3CCCC3)c2)c1	4.2	-3	3	4	6	-4	1	5	-7
37	Cc1cc(=O)oc2cc(NC(=O)c3ccccc3C(=O)O)ccc12	0.6	4	-6	0	0	7	-2	8	-4
38	COC(=O)C1=CN(c2ccc(N3CCOCC3)cc2)C(N)=C(C#N)C1c1cccc(F)c1 (configuration not stated)	nt	10	6	3	7	0	nt	nt	-13
39	O=C(Nc1nnc(C2CC2)o1)c1ccc(S(=O)(=O)N2CCc3ccccc3C2)cc1	-0.6	-6	-2	3	0	4	-12	-8	3
40	CCOc1ccc(CNC(=O)C2Cc3cc(S(=O)(=O)N4CCCCC4)ccc3N2C(C)=O)cc1 (configuration not stated)	0.4	-6	-1	-5	-1	8	-5	-5	-4
41	Cc1cccc(NC(=O)CN2C(=O)CCS(=O)(=O)c3ccccc32)c1C	1.6	-5	-2	-3	1	5	-1	-5	3
42	O=C(O)c1cc(-c2ccc(-c3c(-c4ccc5c(c4)OCO5)noc3-c3ccsc3)cc2)nc2ccccc12	-1.5	7	1	13	2	-3	17	6	-10
43	COc1ccc(NC(=O)c2ccco2)cc1NC(=O)c1cc2ccccc2o1	-4.3	-13	0	-15	5	9	2	-6	1
44	O=C(O)c1ccc(NC(CSCc2ccccc2F)C(=O)O)c([N+](=O)[O-])c1 (configuration not stated)	0.2	-2	-1	-4	1	7	2	7	4
45	COc1ccccc1NC(=O)C(C)OC(=O)CCC1CCCCC1 (configuration not stated)	-0.4	-4	-4	-1	0	4	5	-8	-3
46	c1ccc(NC2=NCCN2CC2CCC2)cc1	-0.1	6	-1	-1	0	6	-2	15	2
47	O=C(Nc1cnn(Cc2ccccc2)c1)NC12CC3CC(CC(C3)C1)C2	0.2	-4	-3	1	0	-1	-7	-3	6
48	COCCCN1C(=O)c2ccc(C(=O)Nc3ccc(OC)cc3)cc2C1=O	0.0	3	-6	3	2	-5	3	8	-4
49	C/[N+]([O-])=C\CC(=O)c1ccc(-c2ccccc2)cc1	-1.4	3	-1	1	1	-7	8	-8	-7
50	COC(=O)Cc1nnc(SCC(=O)Nc2ccccc2)c2ccccc12	-0.3	11	4	5	3	-2	3	15	-3

Whole records, looked up by structure.
`O=[N+]([O-])c1ccccc1/C=N\N1CCN(Cc2ccccc2Cl)CC1` in the list: CRFR2-BP ag: -0.7; CHRM4 PAM: -2; CHRM5 agonist: -1; CHRM5 PAM: 6; CHRM4 agonist: 1; CHRM5 antagonist: 0; CRFBP-R2 block: 13; CHRM1 PAM: -1; CHRM4 antagonist: -6
`CCOCCCNC(=O)C(NC(=O)c1ccc2c(c1)OCO2)c1ccc(OC)cc1` (configuration not stated) in the list: CRFR2-BP ag: 0.8; CHRM4 PAM: 0; CHRM5 agonist: -4; CHRM5 PAM: -9; CHRM4 agonist: 0; CHRM5 antagonist: -4; CRFBP-R2 block: 5; CHRM1 PAM: 1; CHRM4 antagonist: 0

Additional compounds follow:
nr	SMILES	CRFR2-BP ag	CHRM4 PAM	CHRM5 agonist	CHRM5 PAM	CHRM4 agonist	CHRM5 antagonist	CRFBP-R2 block	CHRM1 PAM	CHRM4 antagonist
51	Cn1c(CNc2ccc(Cl)cc2)nc2ccccc21	-1.8	5	3	-4	2	-7	0	-7	1
52	Cc1ccc2[nH]c(C(=O)N3CCCCC3)cc2c1	0.2	-3	-3	5	0	-6	4	9	-3
53	Cc1nn(-c2ccccc2)c(C)c1C(=O)NCCc1ccccc1	-1.6	-4	-3	-2	0	4	-12	7	-7
54	COc1ccc(NC(=O)c2csc3c2CCCCC3)c(OC)c1	14	1	-3	-5	-1	7	-10	2	-1
55	O=C(Cn1cnc2ccccc21)N/N=C/c1cccnc1	-0.9	7	-3	6	0	3	1	12	-15
56	Cc1cc(=O)oc2cc(Oc3ccc([N+](=O)[O-])cc3[N+](=O)[O-])ccc12	-1.2	-6	-4	0	0	-2	-10	3	3
57	Cc1cccc(C(=O)Nc2ccc(C(=O)N/N=C/c3cccc(C)n3)cc2)c1	0.0	-7	1	1	14	-2	-6	-5	-15
58	CCOc1c(Cl)cc(CNC(C)(C)CC(C)(C)C)cc1OC	2.5	-1	-2	0	1	9	-22	-1	3
59	CCn1c(CCNC(=O)c2ccccc2Cl)n[nH]c1=S	-0.2	-5	0	-2	1	5	82*	2	-1
60	O=C(C(Cl)Cl)N1CCN(Cc2ccc3c(c2)OCO3)CC1	-1.9	-5	-5	3	0	13	19	3	-2
61	CCCCNC(=O)N1CCN(c2ccccc2OC)CC1	0.1	3	0	-3	2	14	-7	1	6
62	O=C(Nc1nc2ccccc2s1)c1ccc(OCC2CCCO2)cc1 (configuration not stated)	4.4	-15	-3	-16	15	13	-46	-15	-3
63	COc1ccccc1N1CCN(C2CCCN(C(=O)c3ccoc3C)C2)CC1 (configuration not stated)	-1.5	2	-7	-1	4	12	0	4	-6
64	Cc1nc(NC(=O)c2cncc(Br)c2)ccc1Br	1.6	-11	1	-4	1	6	-19	0	6
65	Cc1ccc(S(=O)(=O)NCC(=O)Nc2ccc3c(c2)OCO3)cc1	-0.8	-2	-1	4	1	9	5	-2	-1
66	COC(=O)NCc1ccc(S(=O)(=O)N2CCOCC2)cc1	0.2	-4	1	-3	1	3	11	3	-3
67	C[C@@H]1COC(=O)CCC/C=C\C[C@@H](CC(=O)N(CCO)Cc2ccccc2)C(=O)N1	-0.3	-4	-1	8	1	-11	-2	-5	-3
68	Cc1cc(=O)oc2ccc(OCC(=O)O)cc12	0.6	25	0	6	1	-1	17	7	15
69	COc1ccc(C2(CCN=Cc3ccc(N(C)C)cc3)CCOC(C)(C)C2)cc1 (configuration not stated)	0.4	-7	-1	6	1	6	-6	11	4
70	COc1ccc(C)cc1NC(=O)c1cc(S(=O)(=O)N2CCOCC2)cn1C	11	-2	0	-1	1	0	-11	4	12
71	COCCN1C(=O)/C(=C2/C(=O)N(CC(=O)Nc3ccccc3Cl)c3ccccc32)SC1=S	-1.2	1	-2	-3	0	10	10	7	1

Given with each value named: entries from further up
[54] COc1ccc(NC(=O)c2csc3c2CCCCC3)c(OC)c1
  CRFR2-BP ag: 14
  CHRM4 PAM: 1
  CHRM5 agonist: -3
  CHRM5 PAM: -5
  CHRM4 agonist: -1
  CHRM5 antagonist: 7
  CRFBP-R2 block: -10
  CHRM1 PAM: 2
  CHRM4 antagonist: -1

[68] Cc1cc(=O)oc2ccc(OCC(=O)O)cc12
  CRFR2-BP ag: 0.6
  CHRM4 PAM: 25
  CHRM5 agonist: 0
  CHRM5 PAM: 6
  CHRM4 agonist: 1
  CHRM5 antagonist: -1
  CRFBP-R2 block: 17
  CHRM1 PAM: 7
  CHRM4 antagonist: 15

From PubChem
